High-throughput results from PubChem.
Luciferase inh – Photinus pyralis luciferase inhibition; 2.5% of 76,000 active; Potency, µM (top dose mostly 115 µM), for the others: top-dose activity change, negative = inhibition, usual class: inhibitors; purified P. pyralis luciferase, luminescence, biochemical; P08659; note: potency is the fitted concentration of half-maximal effect; nearly all actives have a fitted effect of over 65% in size
Target sequence (P08659 whole entry, looked up): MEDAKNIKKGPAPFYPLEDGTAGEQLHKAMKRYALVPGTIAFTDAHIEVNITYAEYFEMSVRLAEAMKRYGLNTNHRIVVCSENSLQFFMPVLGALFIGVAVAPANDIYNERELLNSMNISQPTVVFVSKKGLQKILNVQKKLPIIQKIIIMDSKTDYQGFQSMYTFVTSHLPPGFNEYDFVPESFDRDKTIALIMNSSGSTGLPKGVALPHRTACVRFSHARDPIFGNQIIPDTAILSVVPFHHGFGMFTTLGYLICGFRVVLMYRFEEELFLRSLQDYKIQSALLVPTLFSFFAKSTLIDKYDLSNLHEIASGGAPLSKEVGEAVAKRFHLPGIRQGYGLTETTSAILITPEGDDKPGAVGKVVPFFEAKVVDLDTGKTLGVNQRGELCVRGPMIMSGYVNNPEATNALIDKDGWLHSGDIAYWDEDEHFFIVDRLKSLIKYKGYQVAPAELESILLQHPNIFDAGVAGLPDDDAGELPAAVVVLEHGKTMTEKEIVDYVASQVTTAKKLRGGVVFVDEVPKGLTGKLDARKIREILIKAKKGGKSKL
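Purified P. pyralis luciferase (10nM final) in 50mM Tris acetate pH 7.5, 10mM Mg acetate, 0.01% Tween-20, 0.05% BSA with 10uM D-luciferin and 10uM ATP. Compounds titrated qHTS. Luminescence imaged on CCD.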
HEK cytotox – kills HEK 293 cells | HEK 293 viability, ATP luminescence (CellTiter-Glo), 48-72 h | Potency, µM (top dose mostly 115 µM), without a hit: at the highest dose activity change, negative = cytotoxicity, hits mostly inhibitors | 6.6% of 94,000 active; note: potency is the fitted concentration of half-maximal effect; nearly all actives have a fitted effect of over 60% in size
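Luminescence from cellular ATP, measured with CellTiter-Glo, indicates HEK 293 viability. Cells plated at 250 cells/well are treated with compound for 48 or 72 hr at 37 degree Celsius before reagent addition.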
SNCA viab count – cell viability loss counter-screen; HEK-293-SNCA-luc viability, GF-AFC fluorescence, 24 h; Potency, µM (top dose mostly 57.1 µM), for inactives: top-dose activity change, negative = cytotoxicity, actives largely listed as cytotoxic; 0.12% of 150,000 active;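 note: potency is the fitted concentration of half-maximal effect; 0% = DMSO-treated cells and -100% = medium-only wells without cells; nearly all actives have a fitted effect of over 30% in size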
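HEK-293-SNCA-luc cells (1500/well) plated 24 h, then exposed 24 h to a dilution series; GF-AFC added 30 min at 37C, fluorescence 405/540 nm; normalised to medium-only and DMSO wells, Hill fit.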
SNCA expr inh – inhibitors of alpha-synuclein (SNCA) gene expression; 0.17% of 140,000 active; AID 1671194; Potency, µM (series often up to 57.2 µM), for inactives: at the top dose activity change, negative = inhibition, usual class: inhibitors; HEK-293 SNCA-luciferase knock-in, luminescence, 24 h;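 note: potency is the fitted concentration of half-maximal effect; plate controls were DMSO cells for no effect and cell-free wells for full effect; nearly all actives have a fitted effect of over 45% in size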
IP6K1 inhibitor – IP6K1 kinase inhibition; Q92551; IP6K1 kinase, ADP-Glo luminescence, 2 h; hits give low values; 0.81% of 140,000 active; activity change, % (series mostly up to about 58 µM); in the data active = activity change below about -25%
Target sequence (Q92551 whole entry, looked up): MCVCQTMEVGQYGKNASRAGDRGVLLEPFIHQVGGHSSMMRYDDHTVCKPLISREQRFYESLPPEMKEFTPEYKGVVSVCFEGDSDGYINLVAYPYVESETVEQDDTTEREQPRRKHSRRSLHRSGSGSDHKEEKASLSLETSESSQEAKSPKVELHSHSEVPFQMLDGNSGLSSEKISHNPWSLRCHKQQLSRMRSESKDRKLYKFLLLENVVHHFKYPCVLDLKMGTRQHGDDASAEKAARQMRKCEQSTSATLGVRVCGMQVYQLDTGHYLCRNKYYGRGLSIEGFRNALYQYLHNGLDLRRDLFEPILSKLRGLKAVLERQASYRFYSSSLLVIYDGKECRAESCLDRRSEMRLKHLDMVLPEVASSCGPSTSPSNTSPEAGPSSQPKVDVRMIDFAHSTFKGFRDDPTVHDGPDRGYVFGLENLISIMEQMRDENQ
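ADP-Glo luminescence measures ADP made by human IP6K1 during a 2 h RT reaction with ATP/IP6 (mix at 1.3 mM/130 uM); top library doses 57.5 and 19.1 uM final.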
GPT2 inhibitor – GPT2 alanine aminotransferase inhibition. Q8TD30. Recombinant GPT2, coupled pyruvate oxidase/HRP Amplex Red fluorescence. Potency, µM (top dose mostly 57.7 µM), for the others: at the highest dose activity change, negative = inhibition, usual class: inhibitors. 0.25% of 100,000 active. AID 1671188; note: potency is the fitted concentration of half-maximal effect; nearly all actives have a fitted effect of over 60% in size; many of its hits are not listed in these tables
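Recombinant GPT2 (10ng/uL) with 250uM a-KG and 2mM L-alanine, 30 min at room temperature, in HEPES pH 7.5 buffer. Pyruvate detected by pyruvate oxidase/HRP/Amplex Red fluorescence after 30 min in the dark; AOA (50uM) as positive control.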
3T3 cytotox – cytotoxic compounds in NIH 3T3 cells; NIH 3T3 viability, CellTiter-Glo ATP luminescence, 48-72 h; Potency, µM (top dose mostly 96.7 µM), inactives show at the top dose activity change, negative = cytotoxicity, most hits filed as inhibitors; 4.3% of 94,000 active; note: potency is the fitted concentration of half-maximal effect; nearly all actives have a fitted effect of over 55% in size
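Viability of NIH 3T3 cells after 48 or 72 hr compound treatment at 37 °C was assessed by CellTiter-Glo, with luminescence imaged following a 10 min room-temperature step.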
An asterisk follows results filed as active; i = inactive; ? = inconclusive; nt = not tested or not shown; [ ] = another dose, or the depositor's remark. Unless noted, calls come from the whole dose curve; as a rule, active = well fitted curve in the direction sought with a large enough effect; inconclusive = small, poorly fitted or top-dose-only effect, or another doubt; inactive = no such curve, though single readings can be large; an effect the other way counts as inactive or inconclusive. Unless noted, % is set by controls: 0 for no effect and ±100 for the full control effect.

SMILES	Luciferase inh	HEK cytotox	SNCA viab count	SNCA expr inh	IP6K1 inhibitor	GPT2 inhibitor	3T3 cytotox
N#Cc1ccc(CN2C[C@@H](CO)[C@H](c3ccccn3)C2)cc1	0%	-8%	-5%	-3%	0	?	-20%
O=C(c1ccncc1)N1CCCC(COc2ccccc2C(=O)N2CCCCC2)C1 (configuration not stated)	4%	-10%	-1%	5%	1	-7%	-15%
Cc1cnc(=O)[nH]c1SCC(=O)Nc1cc(C(F)(F)F)ccc1Cl	nt	nt	13%	-18%	21	nt	nt
O=C(CCC1CCCC1)N1CCCC(CN2CCCC2)CC1 (configuration not stated)	6%	?	-19%	?	-13	i	?
COc1ccc2[nH]c(=O)c(CCC(=O)N3CCN(c4ccccn4)CC3)cc2c1	-1%	-2%	1%	18%	8	-2%	i
O=C1NCc2ccccc2CC12CCCN2Cc1cc(F)ccc1F (configuration not stated)	nt	35µM*	-13%	-33%	-16	0%	?
O=C(NCc1cccc(F)c1)c1c(OCC2CC2)cc(=O)n2c1CCCCC2	-2%	-6%	9%	-5%	16	i	?
Cc1noc(C)c1C(=O)N1Cc2ccccc2CC2(CCCN2C)C1 (configuration not stated)	nt	-25%	3%	2%	-4	i	-17%
Cc1ccc(CNC(=O)[C@H]2CN(Cc3ccccc3)C[C@H]2C(=O)O)o1	0%	-10%	16%	23%	23	i	-23%
F[C@@H]1CN(C2CCOCC2)C[C@@H]1OCc1nc2ccccc2[nH]1	-22%[172 µM]	-25%[172 µM]	4%[87.6 µM]	8%[87.6 µM]	-4	i	-25%[138 µM]
CC1=C[C@@H](CNC(=O)CCC(=O)O)[C@H](C(C)C)C[C@H]1Cc1nc2ccccc2[nH]1	-15%[172 µM]	-15%[172 µM]	-22%[87.6 µM]	-15%[87.6 µM]	-1	i	?
Cc1nnc(N2CCCC(C(=O)Nc3cccc(C(F)(F)F)c3)C2)c2nn(-c3ccccc3)c(C)c12 (configuration not stated)	nt	nt	?	65%[activator]	16	nt	nt
CSc1cccc(NC(=O)c2cc3c(N4CCCC4)nc(C)cn3n2)c1	-11%	?	2%	20%	0	1%	?
Cc1ccc(NC(=O)Nc2ccccc2)c(=O)n1CC(=O)NCC1CCCO1 (configuration not stated)	14µM*	-1%	12%	123%[activator]	-10	-21%	?
COCCNC(=O)C1CCCN(c2nc3ncccc3o2)C1 (configuration not stated)	-10%[172 µM]	0%[172 µM]	-4%[87.6 µM]	9%[87.6 µM]	16	-10%[88.5 µM]	-10%[138 µM]

Some values from above.
GPT2 inhibitor with CSc1cccc(NC(=O)c2cc3c(N4CCCC4)nc(C)cn3n2)c1 → 1%
GPT2 inhibitor with Cc1ccc(NC(=O)Nc2ccccc2)c(=O)n1CC(=O)NCC1CCCO1 (configuration not stated) → -21%

Further records.
SMILES	Luciferase inh	HEK cytotox	SNCA viab count	SNCA expr inh	IP6K1 inhibitor	GPT2 inhibitor	3T3 cytotox
Cn1cnc(S(=O)(=O)N2CCCN(CC3CCCCC3)CCNC(=O)CC2c2ccccc2)c1 (configuration not stated)	-5%	-4%	-5%	-16%	29	1%	-24%
CCOc1ccc(C(=O)N2CCC[C@H]2c2nc(-c3ccc(OC)cc3)no2)cc1OCC	-8%	-13%	-20%	49%[activator]	7	i	-16%
Cc1cc(C(=O)N2CCCCCCNC(=O)[C@@H]3C[C@@H](c4nc(-c5cccnc5)no4)C[C@@H]32)nn1C	-13%	i	-27%	32%[activator]	5	i	-19%
CN(C)CCNC(=O)c1nc2nc(-c3ccccc3)c(Nc3ccc(F)cc3)cc2n1C	-2%[172 µM]	56µM*	?	2%[87.6 µM]	7	i	?
O=C(c1ccc(F)cc1F)N1CCN(c2cc(-c3ccc(F)cc3)[nH]n2)CC1	8%	40µM*	-8%	-16%	-5	i	?
CS(=O)(=O)N1CCc2ccc(C(=O)Nc3ccc(F)cc3Cl)cc21	?	?	21%	49%[activator]	1	3%	-6%
O=C(NCCc1nccc(-c2ccccc2)n1)C1NCCc2[nH]cnc21 (configuration not stated)	9%	i	2%	-28%	10	-7%	-15%
CCc1nc2c(c(-c3ccc(O)cc3)n1)CCN(Cc1ccccn1)CC2	-1%	2%	-1%	-5%	-2	?	4%
Cc1cccc(-c2cccc(CN3CCC(NC(=O)Nc4ccccc4)CC3)c2)c1	nt	22µM*	?	?	-4	-6%	13µM*
O=C(c1ccccc1)N1CCN(C(=O)c2nc3cccnc3n(CCc3ccccc3)c2=O)CC1	nt	-21%	4%	?	0	i	-13%
O=C(Nc1ccccc1F)N1CCN(c2ccc3nnc(C4CC4)n3n2)CC1	nt	?	nt	nt	13	nt	?
N#Cc1cccc(C(=O)N2CCOCCNC(=O)CC2)c1	-12%	0%	8%	-17%	7	-18%	-12%
CC(c1cccs1)N(C)C(=O)Cc1ccccn1 (configuration not stated)	-2%[172 µM]	i	0%[87.6 µM]	9%[87.6 µM]	-6	3%[88.5 µM]	-4%[138 µM]
COc1ccc(-c2nc3scc(CCNS(=O)(=O)c4ccc5c(c4)OCCO5)n3n2)cc1OC	nt	nt	?	1%	0	nt	nt
CN(CC1(CO)CCOCC1)C(=O)c1cc(COc2ccccc2)[nH]n1	-12%	-1%	-1%	22%	1	i	-7%
COc1cccc(-c2ccc(C(=O)NCCNC(=O)c3ccccc3)cc2)c1	nt	?	nt	nt	-10	nt	?
CC(C)CNC(=O)N(C)CC1CCOCC1	-3%	1%	3%	?	21	i	-6%
CC1=C(/C=C/C(C)=C/C=C/C(C)=C/C(=O)O)C(C)(C)CCC1	nt	nt	8%	17%	6	0%	nt
COc1ccc(-c2nc3sc(CCNC(=O)C(=O)Nc4ccc(OC)c(OC)c4)c(C)n3n2)cc1	nt	nt	8%	2%	5	nt	nt
O=C1CCN(C(=O)c2ccc3ccccc3n2)CCOCCN1	-5%	i	?	8%	6	i	-5%
C=CC1C(O[C@@H]2O[C@H](CO)[C@@H](O)[C@H](O)[C@H]2O)OC=C(C(=O)OC)C1Cc1nccc2c1[nH]c1ccccc12 (some centres not stated)	nt	nt	-1%[23.9 µM]	nt	-1	3%[27.3 µM]	nt
O=C(c1ccno1)N1CCN2C(=O)N(Cc3cccnc3)C[C@H]2C1	-5%[172 µM]	1%[172 µM]	7%[87.6 µM]	3%[87.6 µM]	5	4%[88.5 µM]	2%[174 µM]
CCS(=O)(=O)N1CCc2cc(C(=O)NC(C)c3ccccc3)ccc21 (configuration not stated)	nt	nt	-1%	20%	14	nt	nt
COc1ccccc1[C@H](c1cccc2ccccc12)[C@@](C)(C#N)C(=O)N1CCC(c2cccc(C(F)(F)F)c2)CC1	nt	nt	-15%	8%	-7	-4%	nt
CCOc1ccc(CC(=O)N2CCC(Cc3nc(-c4ccccc4)no3)CC2)cc1	0%	22µM*	-1%	?	9	i	?
Cc1ccc(NC(=O)N[C@@H]2C=C(C(=O)N[C@H](Cc3ccccc3)C(N)=O)C[C@@H](O)[C@@H]2O)cc1	-6%	2%	-5%	23%	1	i	0%
CN1CCCCCCN(C(=O)c2ccsc2)[C@H]2CCC[C@H]2C1=O	-2%	-8%	-1%	43%[activator]	-5	0%	-6%
COCCc1noc([C@@H]2CN(Cc3cccc(OC)n3)C[C@H]2CO)n1	0%	-4%	3%	9%	-6	i	0%
C=C(C)[C@H]1C[C@@H](O)C(=C)CC[C@@H](O)C(=C)[C@@H](O)C1	nt	nt	-14%	nt	12	?	nt
COc1ccc(CCC(=O)N2CCC3(CC2)NCCc2c3[nH]c3ccc(OC)cc23)cc1	2%	?	1%[12.5 µM]	23%	8	i	?
Cn1ncc2c(C(=O)NCc3cccc(C(F)(F)F)c3)cc(-c3cccnc3)nc21	nt	?	-8%	?	18	-7%	?
N[C@H]1CN(c2cncc(C(=O)N3CCCCC3)n2)C[C@@H]1C1CC1	11%	2%	-16%	-6%	39	0%[11.5 µM]	-15%
CN(C1CCc2nn(CC3CC3)c(=O)n2CC1)S(=O)(=O)Cc1ccccc1 (configuration not stated)	-19%	-4%	?	2%	-1	i	-21%
COC1CCC12CCN(S(=O)(=O)c1cccc(F)c1)CC2 (configuration not stated)	nt	-1%	-1%	4%	11	i	-13%
O=C(NC1CC1)c1ccc2nnc(C3CCCC3)n2c1	nt	1%[172 µM]	?	14%[87.6 µM]	-3	i	-20%[138 µM]
CC(=O)N1CCCc2cc(S(=O)(=O)N(C)CC(=O)Nc3ccc(F)c(Cl)c3)ccc21	nt	nt	-17%	-6%	7	nt	nt
Cc1ccc(S(=O)(=O)N2CCCc3cc(NS(=O)(=O)c4cccc(Cl)c4)ccc32)cc1	nt	nt	-23%	?	-26*	nt	nt
COc1ccc(C2(CNC(=O)c3ccc(NC(=O)c4ccco4)cc3)CCOCC2)cc1	nt	nt	-7%	nt	11	i	nt
O=C(Nc1cccc(F)c1)N1C[C@@H]2C[C@H](C1)c1c(-c3cc4ccccc4s3)ccc(=O)n1C2	?	?	-11%	62%[activator]	-10	-5%	?
CN(C)C(=O)c1ccc(OC2CCN(C(=O)c3ccoc3)CC2)nc1	-4%	-7%	3%	1%	39	3%	i
CN(c1ccccc1)c1cc(=O)c2ccnc(-c3cncnc3)c2o1	11%[172 µM]	-1%[172 µM]	9%[87.6 µM]	-28%[87.6 µM]	-26*	?	79µM*
Cc1cnc(CCNS(=O)(=O)c2ccc(C#N)cc2)n1C1CC1	5%	?	-8%	11%	0	i	-17%
O=C(Cn1ncc2c3ccccc3n(Cc3ccc(Cl)cc3)c2c1=O)NCc1ccccn1	nt	nt	7%	36%	2	nt	nt
COc1cccc(CNC(=O)N2CCC(C3CCN(C(C)=O)CC3)C2)c1 (configuration not stated)	3%	-10%	3%[12.5 µM]	2%	11	i	-12%
Cc1noc(C)c1S(=O)(=O)N1CCC2(CC1)N(CC1CC1)C(=O)CS2=O (configuration not stated)	4%	-19%	-11%	32%[activator]	-7	-10%	2%
Cc1cc(C)c(S(=O)(=O)NCCc2cc3c(C)ccc(C)c3[nH]c2=O)c(C)c1	nt	nt	13%	-7%	11	nt	nt
O=C(c1cc2cccnn2n1)N1CCOCC1	-2%[172 µM]	i	2%[87.6 µM]	-8%[87.6 µM]	-10	i	i
COc1ccc(NC(=O)N2CCc3c(C(=O)NCCCN(C)C)cccc32)cc1	35µM*	-7%	4%	?	-7	-3%	-5%
COc1ccc(C(=O)N2CCCC(n3c(C)cnc3C3CCC3)C2)cc1 (configuration not stated)	nt	?	12%	-13%	12	-1%	-27%
O=C(NCC(c1ccc(Cl)cc1)N1CCOCC1)c1ccccc1F (configuration not stated)	nt	nt	3%	7%	-3	nt	nt

Given with bars between the fields: part of the list above
smiles | Luciferase inh | HEK cytotox | SNCA viab count | SNCA expr inh | IP6K1 inhibitor | GPT2 inhibitor | 3T3 cytotox
CC(C)CNC(=O)N(C)CC1CCOCC1 | -3% | 1% | 3% | ? | 21 | i | -6%
CC1=C(/C=C/C(C)=C/C=C/C(C)=C/C(=O)O)C(C)(C)CCC1 | nt | nt | 8% | 17% | 6 | 0% | nt
